Screens as filed in PubChem BioAssay.
Tb MetRS inh = blocks T. brucei methionyl-tRNA synthetase activity | purified T. brucei MetRS, ATP depletion, Kinase-Glo luminescence | inhibition, % at 11.9 µM | 360,000 compounds, 0.4% hits;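 active = inhibition above a per-plate cutoff of the control wells' mean inhibition plus 3 SD, cut at about 5.5% in these data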;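 note: 0% = DMSO wells median and 100% = median of wells with control inhibitor compound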
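System: purified T. brucei MetRS enzyme / Detection: Kinase-Glo luciferase luminescence reporting remaining unconsumed ATP / Medium: HEPES buffer with MgCl2, KCl, DTT, spermine, BSA, pyrophosphatase / Replication: singlicate, one well per compound / Evaluation: percent inhibition relative to median high and low control wells / Schedule: 2 h aminoacylation at 25 °C after 15 min preincubation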
LMPTP block = blocks human LMPTP phosphatase | recombinant LMPTP-A, OMFP fluorogenic substrate, fluorescence intensity | inhibition, % at 20 µM | 360,000 compounds, 0.22% hits | AID 651560;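 active = compounds that cut the enzyme signal by at least half of the control window in the single-dose screen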;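 note: plate controls were DMSO wells with enzyme plus substrate for no effect and substrate without enzyme for full effect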
Target sequence (P24666 whole entry, looked up): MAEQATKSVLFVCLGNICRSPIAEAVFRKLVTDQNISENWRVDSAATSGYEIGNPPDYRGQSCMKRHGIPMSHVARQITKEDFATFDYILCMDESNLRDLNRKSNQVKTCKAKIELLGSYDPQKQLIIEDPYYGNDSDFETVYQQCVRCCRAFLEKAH
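Buffer or medium: Bis-Tris pH 6.0, DTT, detergent; Assay system: LMPTP-A enzyme; Quantity: 0.625 nM enzyme; Detection: endpoint fluorescence intensity; Times: 50 min dark incubation at room temperature; Controls: substrate-only low control, DMSO enzyme-plus-substrate high control; Doses: single 20 µM dose; Read-out: percent inhibition versus substrate-only and uninhibited controls; Reagent: 400 µM OMFP.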
NadD block = NadD (S. aureus) enzyme inhibition; purified NadD enzyme, colorimetric absorbance read-out; inhibition, % at 20 µM; 360,000 compounds, 0.78% hits; AID 602399; in the data active = inhibition above about 26%; note: some compounds past the cut are filed as inactive
SKN-1 block = inhibitors of C. elegans SKN-1; C. elegans VP596 Pgst-4::GFP/RFP ratio, acrylamide-induced, 24 h; inhibition, % at 21.8 µM; 360,000 compounds, 0.49% hits; AID 624304;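 active = interference check ratio from 0.5 to 1.5 plus GFP to RFP signal ratio inhibition reaching or exceeding a fixed threshold, cut at about 30% in these data, passing the limit was not always enough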; note: some compounds called inactive have numbers as strong as hits
STEP inh = STEP (human) phosphatase inhibition; P54829; recombinant STEP, OMFP fluorogenic substrate, fluorescence; inhibition, % at 20 µM; 360,000 compounds, 0.25% hits; AID 588621;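 active = inhibition at 20 µM, scaled per plate between control wells, above about 37%, limit read from the data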;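 note: 0% = DMSO with enzyme and substrate and 100% = substrate only without enzyme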
Target sequence (P54829 whole entry, looked up): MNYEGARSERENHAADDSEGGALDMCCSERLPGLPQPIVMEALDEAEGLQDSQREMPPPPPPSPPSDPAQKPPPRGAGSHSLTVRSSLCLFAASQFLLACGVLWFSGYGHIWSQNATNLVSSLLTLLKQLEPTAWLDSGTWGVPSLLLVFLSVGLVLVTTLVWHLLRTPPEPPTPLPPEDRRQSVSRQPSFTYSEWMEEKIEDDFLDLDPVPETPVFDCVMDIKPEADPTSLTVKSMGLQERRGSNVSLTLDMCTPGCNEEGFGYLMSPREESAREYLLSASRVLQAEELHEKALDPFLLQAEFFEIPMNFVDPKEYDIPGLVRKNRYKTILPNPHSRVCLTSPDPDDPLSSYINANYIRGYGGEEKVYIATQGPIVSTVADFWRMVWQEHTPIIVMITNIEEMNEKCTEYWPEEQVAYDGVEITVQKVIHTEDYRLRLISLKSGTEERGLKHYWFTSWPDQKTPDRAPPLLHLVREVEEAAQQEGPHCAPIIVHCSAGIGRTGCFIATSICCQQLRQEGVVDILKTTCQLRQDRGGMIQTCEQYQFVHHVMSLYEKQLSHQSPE
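Material: STEP (striatal-enriched tyrosine phosphatase) enzyme, cell-free; Compound dosing: 20 µM single dose in 1% DMSO; Technique: fluorescence read at 480 nm ex / 540 nm em; Times: reaction 20 min, ambient temperature; Medium: 50 mM Bis-Tris pH 6.0 with 2.5 mM DTT and 0.005% Tween 20; Also added: OMFP at 25 µM.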
Neddylation inh = blocks human cullin neddylation; TR-FRET cullin neddylation, biochemical; 360,000 compounds, 0.58% hits; calls only at 25 µM; AID 651699; in the data active = inhibition above about 36%
Scp1 inh = Scp-1 (human) phosphatase inhibition; 340,000 compounds, 0.88% hits; inhibition, % at 20 µM; AID 493091; Recombinant Scp1, phosphopeptide, malachite green phosphate absorbance;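 active = inhibition above about 50% at 20 µM, limit read from the data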;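 note: plate controls were DMSO wells with enzyme for no effect and wells lacking enzyme for full effect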
Target sequence (Q9GZU7 76-261 limits assumed): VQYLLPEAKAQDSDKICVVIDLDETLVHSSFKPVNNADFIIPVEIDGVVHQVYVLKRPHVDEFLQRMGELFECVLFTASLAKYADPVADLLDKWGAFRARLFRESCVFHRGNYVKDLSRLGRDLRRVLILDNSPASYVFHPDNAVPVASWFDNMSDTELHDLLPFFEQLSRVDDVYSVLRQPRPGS
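Assay system: SCP-1 catalytic fragment, aa 76-261 | Buffer or medium: Tris acetate buffer pH 5.5 with MgCl2 and Tween-20 | Compound: One concentration, 20 µM, with 1.0% DMSO | Also added: Phospho 17-mer peptide substrate | Signal: Absorbance at 630 nm | Incubation: 45 min enzyme reaction at room temperature | Measure: % inhibition of SCP-1 phosphate liberation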
DNMT1 inh = blocks human DNA methyltransferase DNMT1; P26358; DNMT1 molecular beacon, Hinp1I cleavage, fluorescence; inhibition (reported as % activation of signal), % at 10 µM; 360,000 compounds, 0.83% hits; AID 588458; in the data active = inhibition above about 50%
SUMO1 PPI mod = alters human SUMO1 binding to SIM partners | P63165 | SUMO1 binding to a labelled peptide, TR-FRET, 1 h | inhibition, % at 20 µM | 360,000 compounds, 0.33% hits | AID 602429; in the data active = inhibition above about 37%
Target sequence (P63165 whole entry, looked up): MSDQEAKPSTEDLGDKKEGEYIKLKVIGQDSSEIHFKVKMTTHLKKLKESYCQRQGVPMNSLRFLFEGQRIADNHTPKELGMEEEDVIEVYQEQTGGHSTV
NRP1-CendR mod = NRP-1/CendR interaction modulation; 360,000 compounds, 0.85% hits; inhibition, % at 25 µM; FAM-RPARPAR peptide binding to NRP-1, fluorescence polarization;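 active = inhibition or corrected inhibition above about 18%, plus a signal ratio from 0.5 to 1.5, limit read from the data, passing the limit was not always enough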; note: strong numbers were not always called active
The depositor's hits bear a star; i = inactive; x = not tested or not shown; + = active, no number.

Tb MetRS inh,LMPTP block,NadD block,SKN-1 block,STEP inh,Neddylation inh,Scp1 inh,DNMT1 inh,mol,SUMO1 PPI mod,NRP1-CendR mod
-0.5,-1.5,1,6,-4,i,-4,-6,Cc1ccc(S(=O)(=O)N2CCN(S(C)(=O)=O)C2C)cc1 (stereo unspecified),-2,-2
-0.4,-0.9,4,-1,-2,i,2,0,CCOC(=O)COc1ccc(Br)cc1/C=C1\SC(N)=NC1=O,-6,-13
0.2,1.3,-2,8,1,i,-4,-2,Cc1nc(COc2ccc(C(=O)Nc3ccccc3N3CCOCC3)cc2)cs1,3,19
-0.3,1.7,7,7,2,i,-5,10,CC(C)(C)c1nc(-c2ccccc2)nc2c1OCCC2,8,-2
1.2,4.3,34*,1,3,i,35,13,O=C(O)CSc1c2c(nc3cc(C(=O)Nc4cccc(C(F)(F)F)c4)ccc13)CCC2,4,-9
3.1,-1.2,-2,-7,3,x,-3,2,C=C(C)Cn1c(-c2cccs2)n[nH]c1=S,3,-2
-0.1,0.6,-9,-2,0,i,-6,0,Cc1ccc(SCC(=O)OCC(=O)NCC2CCCCC2)cc1C,0,1
-0.6,-2.4,-7,-2,-1,i,5,-2,N/C(=N\OC(=O)c1cccc2ccccc12)c1ccccn1,-15,-2
-0.9,2.0,28,-3,1,i,-3,33,COc1ccc(-c2csc(NC(=O)CSc3nnc(Nc4ccccc4C)s3)n2)cc1,5,-4
-0.2,17,12,-24,2,i,71*,88*,CCOC(=O)c1ccc(NC(=O)CSc2nc(C)cc(=O)[nH]2)cc1,7,-28
-0.3,-1.6,-6,-9,-2,i,-6,3,O=C(NN1CCOCC1)c1ccccc1F,5,2
0.4,-1.1,9,-4,-1,i,-2,11,Cn1nc(C(=O)OCC(=O)Nc2ccccc2[N+](=O)[O-])c2ccccc2c1=O,-4,6
-0.6,-1.8,0,-2,-4,i,-12,7,Cc1ccc(S(=O)(=O)N(C)Cc2nc(-c3ccncc3)no2)cc1,-5,9
-0.1,-1.5,-3,-4,2,i,0,1,COc1ccccc1NC(=O)N1c2ccccc2NC(=O)CC1C (stereo unspecified),-1,9
-0.3,-1.5,-3,8,-1,i,-5,-2,CN(C)C(=O)CN1C(=O)NC(c2ccccc2)(c2ccccc2)C1=O,5,0

Continued:
Tb MetRS inh,LMPTP block,NadD block,SKN-1 block,STEP inh,Neddylation inh,Scp1 inh,DNMT1 inh,mol,SUMO1 PPI mod,NRP1-CendR mod
1.8,-0.3,-2,1,-2,i,0,2,Nc1ncnc2c1ncn2[C@@H]1O[C@H](CNC(=O)[C@@H](N)Cc2ccc(C(F)(F)F)cc2)[C@@H](O)[C@H]1O,2,5
0.1,2.6,9,5,6,i,-5,1,CC(C)c1ccc(OCC(=O)Nc2ccc(S(=O)(=O)Nc3ccccn3)cc2)cc1,0,-5
0.1,1.7,-4,0,2,i,-7,-19,Nc1ccc2nc(SCc3ccccc3F)sc2c1,1,-2
-1.1,1.4,2,-4,6,i,-3,-17,CCOC(=O)c1nn(-c2ccc(OC)cc2)c(=O)c2c(N)scc12,-23,7
-0.4,-0.4,-4,2,3,i,-7,0,Cc1ccc(S(=O)(=O)Nc2cc3c4c(c2)CCC(=O)N4CCC3)cc1,2,5
-0.5,-0.3,-1,2,-2,i,2,1,CSC1=NCCN1C(=O)C12CC3CC(CC(C3)C1)C2,3,-1
-0.2,2.6,2,-5,0,i,-2,-7,O=[N+]([O-])c1ccccc1S(=O)(=O)N1CCN(S(=O)(=O)c2ccc3c(c2)OCCO3)CC1,3,16
-0.7,-0.7,0,0,3,i,-2,2,O=C(c1ccco1)N1CCN(C(=O)C2CCN(S(=O)(=O)c3cccs3)CC2)CC1,2,-2
-0.1,1.7,-10,1,0,i,-12,-4,COc1ccc(Cl)cc1C(=O)NCCCSc1ccccc1,5,1
0.8,1.2,-9,11,4,i,7,-11,CN(CC(=O)Nc1ccc(OC(F)F)cc1)S(=O)(=O)/C=C/c1ccccc1,0,-7
-0.3,-0.8,0,12,-1,i,-3,-2,O=C(CSc1nc2ccccc2c(=O)n1CCCO)N1CCc2ccccc21,-2,1
-1.0,3.7,21,7,-1,i,-20,62*,S=c1[nH]nc(-c2cccc(Cl)c2)n1/N=C/c1ccc(-c2ccccc2Br)o1,-1,-10
-0.2,-1.5,0,5,-1,i,-1,1,CC(=O)N1CN(S(=O)(=O)c2ccc(C)cc2)CC1C (stereo unspecified),0,0
-0.2,-0.6,0,12,0,i,-1,0,O=C(COC(=O)CNS(=O)(=O)c1ccc(F)c(F)c1F)NC1CC1,-1,-6
-0.2,-0.9,3,16,-3,i,-5,2,Cc1ccccc1-n1ccnc1SCC(=O)NC1CCCC1,-3,0

Going on with the list.
Tb MetRS inh,LMPTP block,NadD block,SKN-1 block,STEP inh,Neddylation inh,Scp1 inh,DNMT1 inh,mol,SUMO1 PPI mod,NRP1-CendR mod
-0.3,1.9,10,15,-1,i,7,-11,COc1ccc(-c2csc3ncnc(N4CCN(S(=O)(=O)c5cccc(F)c5)CC4)c23)cc1,-8,-7
-1.1,0.1,8,2,-1,i,2,2,CCOC(=O)c1ccc(Nc2nc(C)cc(=O)[nH]2)cc1,2,-8
-0.4,-0.4,-1,-10,1,i,-2,-5,O=C(Nc1c[nH]c(=O)[nH]c1=O)c1ccc([N+](=O)[O-])cc1,-25,6
-0.4,-0.2,-1,0,0,i,2,2,Cn1c(CN2CCCCC2)nc2cc(NC(=O)c3ccc(F)cc3)ccc21,-1,-3
-0.1,0.7,0,5,-1,i,x,7,O=C(O)C(Cc1ccccc1)N1C(=O)C=CC1=O (stereo unspecified),3,4
-1.0,-1.1,4,-7,-3,i,-2,3,CCN(C(=O)CSc1nnc2ccccn12)C1CCS(=O)(=O)C1 (stereo unspecified),-3,-9
0.4,4.5,8,7,x,i,x,x,CCC(c1nnnn1-c1ccc2c(c1)OCCO2)N1CCN(c2cc(C)ccc2C)CC1 (stereo unspecified),6,-3
0.5,-0.3,2,9,4,+,-3,3,CC(=O)Oc1c(-c2ccco2)oc2ccccc2c1=O,-6,-7
0.1,0.1,0,6,-6,i,-2,-1,CCOC(=O)N1CCC(NC(=O)CCC(=O)c2ccccc2)CC1,1,-11
-1.0,0.1,2,14,-4,i,-2,6,CCc1nn(-c2cc(Cl)ccc2OC)c2c1C(=O)CCC2,1,6
0.2,0.9,5,28,-1,i,1,-4,CCn1nc(NS(=O)(=O)c2ccc(NC(C)=O)cc2)c2cc3ccc(C)cc3nc21,0,-16
0.0,-3.2,1,9,2,i,-7,4,CC(C)CC(=O)c1c[nH]c(C(=O)NCCCn2ccnc2)c1,3,-8
-0.3,0.8,2,11,5,x,-2,7,Cc1cccn2c(=O)c3cc(C(=O)NC4CCCC4)c(=N)n(CC4CCCO4)c3nc12 (stereo unspecified),-29,-3
-0.2,3.2,-8,6,-1,i,-18,-3,CCc1c(C(=O)OCc2ccccc2)[nH]c(C)c1C,2,3
-0.9,0.1,-6,-23,2,i,2,0,CC(=O)N=C(N)Sc1nc2ccccc2[nH]1,-3,-28

Some of these compounds in order of heavy-atom count, ascending.
Tb MetRS inh,LMPTP block,NadD block,SKN-1 block,STEP inh,Neddylation inh,Scp1 inh,DNMT1 inh,mol,SUMO1 PPI mod,NRP1-CendR mod
-0.2,-1.5,0,5,-1,i,-1,1,CC(=O)N1CN(S(=O)(=O)c2ccc(C)cc2)CC1C (stereo unspecified),0,0
0.1,0.1,0,6,-6,i,-2,-1,CCOC(=O)N1CCC(NC(=O)CCC(=O)c2ccccc2)CC1,1,-11
-0.3,-1.5,-3,8,-1,i,-5,-2,CN(C)C(=O)CN1C(=O)NC(c2ccccc2)(c2ccccc2)C1=O,5,0

Next results
Tb MetRS inh,LMPTP block,NadD block,SKN-1 block,STEP inh,Neddylation inh,Scp1 inh,DNMT1 inh,mol,SUMO1 PPI mod,NRP1-CendR mod
-0.3,-3.4,2,-1,1,i,3,-4,COc1ccc(C2/C=C\CN(C(=O)c3ccc(C)cc3)CC(=O)N2Cc2ccc(F)cc2)cc1 (stereo unspecified),2,10
-1.1,-1.2,-1,-3,-2,i,0,1,c1ccc(-c2nnc3ccc(N4CCC5(CC4)OCCO5)nn23)cc1,-1,3
-0.4,-2.1,-1,16,0,i,-1,-1,Cc1ccc(NC(=O)CSCC(=O)N(C)CC(=O)Nc2cccc3ccccc23)cc1,-9,8
-0.6,-2.1,11,5,x,i,x,x,COc1ccc(Nc2c(-c3ccc(F)cc3)nc3nc(C)cc(C)n23)cc1,1,13
0.1,-0.5,-5,13,2,i,9,8,COc1ccc(S(=O)(=O)N(C)CC(=O)Nc2ccccc2C(F)(F)F)cc1,0,6
-2.0,-1.7,-3,-13,-1,i,8,1,CO[C@H]1CC[C@@]2(C)[C@@H](CC[C@@H]3[C@@H]2CC[C@@]2(C)[C@H]3C[C@H](C(=O)N[C@@H](CCCN=C(N)N)C(=O)NCC(=O)N[C@@H](CC(=O)O)C(N)=O)O[C@]23CCCO3)C1,4,-1
-0.2,-0.8,1,6,-2,i,-4,-3,Cn1ncc(S(=O)(=O)Cc2ccccc2)c(Cl)c1=O,3,3
-0.9,-2.5,-6,8,-3,i,-9,2,CCOc1ccccc1N(CC(=O)Nc1ccccc1C(=O)OC)S(C)(=O)=O,1,10
-0.9,0.4,-2,-9,-1,i,-2,-4,COc1ccc(CC(=O)N2CCN(c3ccccc3OC)CC2)cc1,1,-14
-0.5,2.2,10,-10,0,i,6,3,O=C(Oc1ccc(/C=N/Nc2nc(N3CCCCC3)nc(N3CCCCC3)n2)cc1)c1ccco1,2,12
-0.5,0.5,-4,-1,0,i,-2,-31,CCC(=O)Nc1ccc(C(=O)COC(=O)C(CCSC)NC(=O)COc2ccccc2)cc1 (stereo unspecified),7,-23
1.0,-1.1,-3,-6,-2,i,-1,0,CC(=O)c1cccc(NC(=O)/C(=C\c2ccco2)NC(=O)c2ccco2)c1,-3,-11
0.9,-0.6,-4,8,1,i,x,4,CC(C)OC(=O)N(C)C[C@@H]1OCc2ccccc2-c2c(n(C)c3ccccc23)C(=O)N([C@@H](C)CO)C[C@H]1C,-3,-8
-0.3,-3.5,-4,17,1,i,-8,-1,CCN1CCN(C(C)CCc2ccccc2)CC1 (stereo unspecified),5,5
-0.4,-1.0,-4,2,-4,i,-5,4,CCOC(=O)c1cnc2nc(SC)nn2c1N,1,11
-0.5,0.1,-8,1,0,i,-4,1,O=C(CCNS(=O)(=O)c1ccccc1C(F)(F)F)N1CCN(S(=O)(=O)c2cccc(Cl)c2)CC1,6,0
-0.1,0.7,7,4,2,i,-5,-3,Cc1cc(C(=O)CN2C(=O)NC(CC(C)C)C2=O)c(C)n1C1CC1 (stereo unspecified),4,0
0.1,0.4,5,-6,1,i,-4,0,O=C(CCCOc1cccc(Br)c1)NC1CCC(O)CC1 (stereo unspecified),1,12
